Vif-APOBEC3G blk = inhibitors of Vif-APOBEC3G interaction; Potency, µM (top dose mostly 46.1 µM), for the others: top-dose activity, negative = active, hits mostly inhibitors; HeLa A3G-eYFP + Vif (tagged APOBEC3G with the HIV-1 protein that degrades it), YFP fluorescence, overnight; actives 0.076% (n = 410,000); Q9HC16;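 further: potency means the concentration at half of the fitted maximal effect; on the % scale 0 is the no-effect control and ±100 the full control effect; nearly all actives have a fitted effect of over 60% in size; hits raise eYFP signal because A3G escapes Vif-driven loss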
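Read-out is eYFP fluorescence (Ex 488/Em 500-530) from Vif-expressing HeLa A3G-eYFP cells; more signal means A3G escaped Vif-mediated degradation. Cells plated overnight, compound pinned in, incubated overnight at 37 deg C.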
USP1 inh = inhibitors of human USP1/UAF1 deubiquitinase. O94782. recombinant USP1/UAF1, Ub-Rhodamine cleavage fluorescence. Potency, µM (top dose mostly 57.1 µM), for the others: at the highest dose activity change, negative = inhibition, actives largely listed as inhibitors. actives 0.23% (n = 390,000); further: potency means the concentration at half of the fitted maximal effect; on the % scale 0 is the no-effect control and ±100 the full control effect; nearly all actives have a fitted effect of over 60% in size; inactives centre near -12
Target sequence (O94782 whole entry, looked up): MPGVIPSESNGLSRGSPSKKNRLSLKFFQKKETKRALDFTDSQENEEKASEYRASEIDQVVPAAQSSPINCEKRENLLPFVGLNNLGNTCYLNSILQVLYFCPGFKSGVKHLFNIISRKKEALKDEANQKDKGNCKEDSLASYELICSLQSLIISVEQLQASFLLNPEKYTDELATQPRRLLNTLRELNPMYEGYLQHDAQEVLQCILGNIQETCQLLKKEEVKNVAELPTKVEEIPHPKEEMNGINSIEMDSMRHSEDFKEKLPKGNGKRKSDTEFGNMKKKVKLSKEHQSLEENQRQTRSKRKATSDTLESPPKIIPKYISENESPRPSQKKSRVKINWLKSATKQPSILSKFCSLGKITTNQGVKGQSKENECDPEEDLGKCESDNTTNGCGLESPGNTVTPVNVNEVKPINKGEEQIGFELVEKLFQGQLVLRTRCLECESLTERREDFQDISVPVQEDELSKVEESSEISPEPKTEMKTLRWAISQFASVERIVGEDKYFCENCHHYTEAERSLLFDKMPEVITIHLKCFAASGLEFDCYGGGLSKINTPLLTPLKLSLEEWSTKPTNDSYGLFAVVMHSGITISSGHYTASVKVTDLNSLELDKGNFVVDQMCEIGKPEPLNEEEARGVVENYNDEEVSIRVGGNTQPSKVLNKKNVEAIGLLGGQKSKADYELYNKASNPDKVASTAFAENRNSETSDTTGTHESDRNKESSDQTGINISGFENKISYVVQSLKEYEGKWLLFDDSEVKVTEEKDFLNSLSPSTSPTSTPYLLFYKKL
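1 nM enzyme complex + cpd, 15 min RT; start with Ub-Rho 150nM final; kinetic fluorescence ex 480/em 540, 6 reads q60 s. Buffer 50mM HEPES pH 7.8, 0.5mM EDTA, 0.1 mg/ml BSA, 1mM TCEP, 0.01% Tween-20.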
Glioma ERSR ind = induces the endoplasmic reticulum stress response in human glioma cells | Potency, µM, inactives show at the top dose activation, usual class: activators | actives 0.02% (n = 420,000) | U87-MG GRP78 promoter luciferase reporter, 16 h | AID 602332; further: potency means the concentration at half of the fitted maximal effect; series mostly up to about 76 µM; % of control where 0% means no effect; nearly all actives have a fitted effect of over 35% in size
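ERSR induction read as luciferase luminescence (Bright-Glo, 10 min at room temperature) in stably transfected human U87-MG glioma cells exposed to compounds for 16 h, using GRP78 as sensor.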
LDHA block = blocks human lactate dehydrogenase A; P00338; purified LDHA, NADH/diaphorase-resazurin fluorescence; stronger effect = lower value; activity change, % (values are at about 110 or 230 µM); actives 0.15% (n = 480,000); in the data active means activity change below about -30%; inconclusive means mostly about -25% to -30%;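 further: plate controls were DMSO wells for no effect and wells without enzyme for full effect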
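Human LDH5 (2 nM) was incubated with 0.06 mM NADH and 0.2 mM pyruvate for 5 min at room temperature in Tris pH 7.4. Remaining NADH was coupled through diaphorase/resazurin, and resorufin fluorescence was read at 0 and 20 min.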
RGS4 inh = inhibitors of human regulator of G protein signaling 4 | P49798 | Transcreener GDP fluorescence polarization, RGS4-accelerated GTP hydrolysis | actives 0.039% (n = 390,000) | Potency, µM (doses to about 114 µM), without a hit: at the top dose activity change, negative = inhibition, hits mostly inhibitors; further: potency means the concentration at half of the fitted maximal effect; on the % scale 0 is the no-effect control and ±100 the full control effect; nearly all actives have a fitted effect of over 75% in size; some results filed as inactive show a strong effect at the top dose
Target sequence (P49798 whole entry, looked up): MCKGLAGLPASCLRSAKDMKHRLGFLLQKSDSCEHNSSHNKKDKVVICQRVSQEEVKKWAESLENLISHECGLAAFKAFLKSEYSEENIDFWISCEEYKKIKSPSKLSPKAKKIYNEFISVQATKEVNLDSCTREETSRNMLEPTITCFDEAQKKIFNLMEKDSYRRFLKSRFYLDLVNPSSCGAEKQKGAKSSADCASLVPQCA
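MLSMR compounds (23 nl, pin-transferred) preincubated 10 min at room temperature with a 500nM (2x) first reagent, then RGS4 at 900nM (2x) plus Transcreener GDP mix added; fluorescence polarization (620/688 nm) read before and after 90 min at 30 °C.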
TrxR1 substrate = rat thioredoxin reductase 1 substrate activity; purified TrxR1 substrate turnover, NADPH consumption readout; Potency, µM (highest dose often 114 µM), without a hit: at the top dose activity change, negative = substrate turnover; actives 0.01% (n = 390,000); AID 588456; further: potency means the concentration at half of the fitted maximal effect; on the % scale 0 is the no-effect control and ±100 the full control effect; nearly all actives have a fitted effect of over 50% in size
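Rat TrxR1, dispensed at 90 nM, was prereduced with 400 uM NADPH (final) for 5 min at ~22 deg C, then incubated with compound 15 min before 400 uM selenite. A first-read NADPH fluorescence drop versus no-compound background flagged substrates.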
mIDH1 inhibitor = blocks human mutant IDH1 R132H enzyme. O75874. IDH1-R132H enzyme, NADPH consumption, diaphorase/resazurin fluorescence. Potency, µM (series often up to 76.6 µM), inactives show at the highest dose activity change, negative = inhibition, most hits filed as inhibitors. actives 0.093% (n = 390,000); further: potency means the concentration at half of the fitted maximal effect; on the % scale 0 is the no-effect control and ±100 the full control effect; nearly all actives have a fitted effect of over 65% in size
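IDH1-R132H (0.5 ug/mL dispensed) in pH 7.5 Tris buffer was preincubated 30 min with compound, then given a substrate mix of 0.016 mM NADPH and 2 mM alpha-KG for 80 min at room temperature; remaining NADPH was read by diaphorase/resazurin fluorescence.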
Vif-A3F inh = Vif-A3F binding inhibition; HeLa A3F-eYFP + Vif (tagged APOBEC3F with the HIV-1 protein that degrades it), YFP fluorescence increase; actives 0.2% (n = 390,000); Potency, µM (top dose mostly 46.1 µM), for the others: top-dose activity, negative = active; further: potency means the concentration at half of the fitted maximal effect; % of control where 0% means no effect; nearly all actives have a fitted effect of over 65% in size
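Fluorescence increase (Ex 488/Em 500-530) after overnight compound treatment at 37 deg C flags inhibition of Vif-driven A3F-eYFP loss in stable HeLa A3F-eYFP/Vif cells seeded overnight beforehand.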
rTrxR1 inhibitor = rat TrxR1 inhibition; O89049; actives 1% (n = 390,000); Potency, µM (top dose mostly 114 µM), for the others: top-dose activity change, negative = inhibition, actives largely listed as inhibitors; AID 588453; recombinant rTrxR1, NADPH fluorescence consumption, selenite substrate; further: potency means the concentration at half of the fitted maximal effect; on the % scale 0 is the no-effect control and ±100 the full control effect; nearly all actives have a fitted effect of over 65% in size
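Rat TrxR1 (90 nM in the dispensed reagent) was pre-reduced with 400 uM NADPH for 5 min at room temperature, then incubated with compound for 15 min. After 400 uM selenite was added, NADPH fluorescence (Ex 340/Em 450 nm) was followed for 8 min.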
The depositor's hits bear a star; & = joins results of further samples; [ ] = remark or other dose. Unless noted, the call rests on the fitted dose curve; in most records, active means well fitted curve in the direction sought with a large enough effect; inconclusive means small, poorly fitted or top-dose-only effect, or another doubt; inactive means no such curve, though single readings can be large; an effect the other way counts as inactive or inconclusive.

For CSc1nc(O)c(Cc2ccccc2)c(=O)[nH]1 the results were Vif-APOBEC3G blk 1.1%, USP1 inh -16.5%, Glioma ERSR ind -3.8%, LDHA block -9.7, RGS4 inh 11.6%, TrxR1 substrate 7.3%, mIDH1 inhibitor -5.8%, Vif-A3F inh -21.3% and rTrxR1 inhibitor 18.9%.
`Cc1occc1C(=O)NNC(=O)c1ccccc1C(=O)O` gave Vif-APOBEC3G blk -1.0%, USP1 inh -3.9%, Glioma ERSR ind 3.3%, LDHA block -1.8, RGS4 inh -1.3%, TrxR1 substrate 0.1%[57.1 µM], mIDH1 inhibitor 0.0%, Vif-A3F inh 3.5% and rTrxR1 inhibitor 2.5%[57.1 µM].
For COc1ccc(-c2c(C(=O)O)c(-c3ccccc3)cn2C)cc1 the results were Vif-APOBEC3G blk 0.8%, USP1 inh -10.2%, Glioma ERSR ind -1.2%, LDHA block -14.5, RGS4 inh -5.1%, TrxR1 substrate 9.5%, mIDH1 inhibitor -9.1%, Vif-A3F inh -3.0% and rTrxR1 inhibitor 21.1%.
Screening COc1ccc(-c2c(NC(=O)c3ccco3)n(-c3ccc(C)cc3)nc(C)c2=O)cc1 returned Vif-APOBEC3G blk -0.2%, USP1 inh -5.0%, Glioma ERSR ind -2.2%, LDHA block 4.9&-11.6, RGS4 inh 16.0%, TrxR1 substrate 3.7%, mIDH1 inhibitor 4.6%, Vif-A3F inh 2.4% and rTrxR1 inhibitor 30.8%.
Screening COc1cc(/C=N/NC(=O)c2ccc(F)cc2)ccc1OC(=O)c1ccco1 returned Vif-APOBEC3G blk 0.5%, USP1 inh -1.5%, Glioma ERSR ind 4.9%, LDHA block -6.1, RGS4 inh 33.0%, TrxR1 substrate -15.4%, mIDH1 inhibitor -1.7%, Vif-A3F inh -5.1% and rTrxR1 inhibitor -10.7%.
Screening Cc1cccc2nc(-c3cccnc3)c(NCCC(C)C)n12 returned Vif-APOBEC3G blk 3.2%, USP1 inh -18.4%, Glioma ERSR ind -2.1%, LDHA block -2.9, RGS4 inh 5.9%, TrxR1 substrate 18.2%[57.1 µM], mIDH1 inhibitor 4.0%, Vif-A3F inh -13.0% and rTrxR1 inhibitor -5.2%[57.1 µM].
O=c1oc2ccccc2cc1-c1cn2cc(Cc3ccccc3F)sc2n1 was read as Vif-APOBEC3G blk -30.7%, USP1 inh -7.1%, Glioma ERSR ind -1.0%, LDHA block -18.0, RGS4 inh -21.7%, TrxR1 substrate 11.7%, mIDH1 inhibitor -13.7%, Vif-A3F inh -11.7% and rTrxR1 inhibitor 33.5%.
Screening S=c1[nH]nc(CCc2nc3ccccc3[nH]2)n1-c1ccccc1 returned Vif-APOBEC3G blk -0.6%, USP1 inh -19.4%, Glioma ERSR ind -4.4%, LDHA block -11.3, RGS4 inh -19.8%, TrxR1 substrate 0.2%, mIDH1 inhibitor 9.1%, Vif-A3F inh -0.8% and rTrxR1 inhibitor -22.6%.
Screening CCCNC(=O)c1ccc(CNc2c(N3CCC(C(=O)OCC)CC3)c(=O)c2=O)cc1 returned Vif-APOBEC3G blk 0.3%, USP1 inh -9.7%, Glioma ERSR ind -4.7%, LDHA block -7.7, RGS4 inh 10.9%, TrxR1 substrate 6.4%[57.1 µM], mIDH1 inhibitor 2.7%, Vif-A3F inh -6.2% and rTrxR1 inhibitor 9.3%[57.1 µM].
Screening CCOc1ccc(-c2c(C(=O)N/N=C/c3ccc(Cl)cc3)nnn2-c2nonc2N)cc1 returned Vif-APOBEC3G blk -6.7%, USP1 inh -29.0%, Glioma ERSR ind -2.5%, LDHA block -8.0, RGS4 inh 7.9%, TrxR1 substrate 33.7%[activator], mIDH1 inhibitor -0.9%, Vif-A3F inh -2.0% and rTrxR1 inhibitor 2.9%.
`COc1ccc(CC(=O)Nn2c(-c3ccccc3)nc3ccccc3c2=O)cc1` gave Vif-APOBEC3G blk 0.7%, USP1 inh 0.6%, Glioma ERSR ind -0.1%, LDHA block -6.0, RGS4 inh 31.1%, TrxR1 substrate -12.6%, mIDH1 inhibitor -1.1%, Vif-A3F inh 1.8% and rTrxR1 inhibitor -12.7%.
Screening CCOc1ccc(CNC(=O)Cn2nc(N3CCN(c4ccccc4)CC3)ccc2=O)cc1 returned Vif-APOBEC3G blk 3.2%, USP1 inh -4.3%, Glioma ERSR ind -1.9%, LDHA block 7.1, RGS4 inh -17.8%, TrxR1 substrate -5.1%[57.1 µM], mIDH1 inhibitor 14.9%, Vif-A3F inh 2.9% and rTrxR1 inhibitor -2.9%[57.1 µM].
For CS(=O)(=O)c1ccc2nc(NC(NC(=O)c3ccco3)(C(F)(F)F)C(F)(F)F)sc2c1 the results were Vif-APOBEC3G blk 1.2%, USP1 inh 3.1%, Glioma ERSR ind -2.3%, LDHA block -6.7, RGS4 inh 6.8%, TrxR1 substrate 2.3%, mIDH1 inhibitor -2.5%, Vif-A3F inh 1.0% and rTrxR1 inhibitor 3.0%.
For O=P(O)(CCc1ccncc1)CN1CCCCC1 the results were Vif-APOBEC3G blk 0.3%, USP1 inh 2.5%, Glioma ERSR ind 0.4%, LDHA block -0.9, RGS4 inh 3.8%, TrxR1 substrate 4.1%, mIDH1 inhibitor 2.7%, Vif-A3F inh -4.1% and rTrxR1 inhibitor 4.7%.
`Cc1cc(=O)n2[nH]c(-c3ccccc3Cl)cc2n1` gave Vif-APOBEC3G blk -7.5%, USP1 inh -5.4%, Glioma ERSR ind 2.0%, LDHA block -5.7, RGS4 inh 3.3%[11.4 µM], TrxR1 substrate 8.5%[57.1 µM], mIDH1 inhibitor 0.9%, Vif-A3F inh -5.1% and rTrxR1 inhibitor 18.0%[57.1 µM].
Screening COC(=O)C1C2C=CC3(CN(C(C)C)C(=O)C13)O2 (stereo not given) returned Vif-APOBEC3G blk 0.0%, USP1 inh inconclusive, Glioma ERSR ind -1.6%, LDHA block -2.8, RGS4 inh -6.1%, TrxR1 substrate 4.3%, mIDH1 inhibitor 1.2%, Vif-A3F inh -5.3% and rTrxR1 inhibitor 25.3%.
Screening CC1C=CCC2C(=O)N(c3cc(Cl)ccc3O)C(=O)C12 (stereo not given) returned Vif-APOBEC3G blk 2.0%, USP1 inh -9.4%, Glioma ERSR ind -5.8%, LDHA block -1.8, RGS4 inh 5.4%, TrxR1 substrate 2.1%, mIDH1 inhibitor -3.9%, Vif-A3F inh 12.6% and rTrxR1 inhibitor 25.1%.
Screening CCCCNc1nc2c(c(=O)n(C)c(=O)n2C)n1CCC returned Vif-APOBEC3G blk 2.0%, USP1 inh -18.2%, Glioma ERSR ind -2.7%, LDHA block -5.0, RGS4 inh 9.8%, TrxR1 substrate -0.3%, mIDH1 inhibitor 3.7%, Vif-A3F inh 0.3% and rTrxR1 inhibitor 17.1%.
`Cc1cccc(Cc2nnc(CCC(=O)N(C)C3CCOC3)o2)c1` (stereo not given) gave Vif-APOBEC3G blk -4.3%, USP1 inh -14.1%, Glioma ERSR ind 4.0%, LDHA block -6.4, RGS4 inh 8.4%, TrxR1 substrate 3.2%[57.1 µM], mIDH1 inhibitor -0.6%, Vif-A3F inh 1.5% and rTrxR1 inhibitor 5.2%[57.1 µM].
For Cc1ccc(N(C(=O)c2snc(C(N)=O)c2N)C(C(=O)NCc2ccccc2)c2ccncc2)c(C)c1 (stereo not given) the results were Vif-APOBEC3G blk -6.2%, USP1 inh -22.6%, Glioma ERSR ind -0.8%, LDHA block -3.0, RGS4 inh -0.5%, TrxR1 substrate 24.9%, mIDH1 inhibitor -9.6%, Vif-A3F inh 1.5% and rTrxR1 inhibitor -9.8%.
For COc1cc(CN2CCC(n3nccc3NC(=O)c3ccc4c(c3)OCO4)CC2)ccc1O the results were Vif-APOBEC3G blk -2.0%, USP1 inh -22.3%, Glioma ERSR ind -4.3%, LDHA block 6.2, RGS4 inh 4.9%, TrxR1 substrate -5.3%, mIDH1 inhibitor 1.9%, Vif-A3F inh 3.7% and rTrxR1 inhibitor -30.3%.
`COc1ccc(S(=O)(=O)N2CCOCC2)cc1NC(=O)CSc1nnc2n1CCCCC2` gave Vif-APOBEC3G blk 0.8%, USP1 inh -5.6%, Glioma ERSR ind -0.7%, LDHA block -3.5, RGS4 inh 7.6%, TrxR1 substrate 11.9%, mIDH1 inhibitor 1.4%, Vif-A3F inh -0.9% and rTrxR1 inhibitor 18.8%.
`Cn1c(NC(=O)CC(C)(C)C)cc(=O)n(C)c1=O` gave Vif-APOBEC3G blk -0.4%, USP1 inh -27.6%, Glioma ERSR ind -3.9%, LDHA block -3.2, RGS4 inh -6.3%, TrxR1 substrate -1.2%, mIDH1 inhibitor 8.5%, Vif-A3F inh -0.1% and rTrxR1 inhibitor 5.3%.
COc1ccc(S(=O)(=O)N2Cc3ccccc3CC2C(=O)N2CCOCC2)cc1OC (stereo not given) was read as Vif-APOBEC3G blk 0.0%, USP1 inh -19.4%, Glioma ERSR ind -16.9%, LDHA block -1.9, RGS4 inh 3.4%, TrxR1 substrate 8.4%, mIDH1 inhibitor 4.9%, Vif-A3F inh 0.2% and rTrxR1 inhibitor 19.2%.
For COC(=O)c1cccc(C23CC4(C2)[C@H](CN(Cc2cccnc2)[C@@H]4c2ccccc2)C3c2ccccc2)c1 (stereo not given in full) the results were Vif-APOBEC3G blk -10.5%, USP1 inh -11.2%, Glioma ERSR ind -1.0%, LDHA block -6.1, RGS4 inh 16.3%, TrxR1 substrate -3.9%, mIDH1 inhibitor 1.5%[38.3 µM], Vif-A3F inh 3.5% and rTrxR1 inhibitor 19.6%[2.29 µM].

Only part of the results is shown; rates above refer to the full screens.
